CXCR6 inh: CXCR6 (human) receptor inhibition. O00574. CHO-K1 PathHunter CXCR6 beta-arrestin, luminescence. inhibition, % at 20 µM. 360,000 compounds, 0.36% hits. AID 602244; in the data active = inhibition above about 34%, passing the limit was not always enough;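 note: antagonist mode with CXCL16 agonist at 10 nM final; 0% = 10 nM CXCL16 with DMSO and 100% = unstimulated wells without agonist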
APJ ag: activates the human apelin receptor APJ. CHO-K1 APJ PathHunter beta-arrestin, luminescence; 0% DMSO wells, 100% apelin. 330,000 compounds, 0.11% hits. P35414. activation, % at 20 µM;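 active = activation more than six SD over the plate average, tested at 20 µM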;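 note: 0% = DMSO alone and 100% = apelin-13 at 10 nM; some results filed as inactive read as strong as hits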
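Assay system: CHO-K1 cells stably expressing ProLink-tagged human APJ and arrestin–beta-gal acceptor. Compound dosing: 20 µM single point, 1% DMSO. Times: 16-18 h seeding, 90 min dark compound exposure, 60 min detection. Detection: beta-gal luminescence. Evaluation: APJ–arrestin association signal. Controls: negative DMSO alone, positive Apelin-13 at 10 nM.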
APJ antagonist: APJ receptor antagonism. P35414. CHO-K1 APJ beta-arrestin complementation, luminescence. inhibition, % at 20 µM. 330,000 compounds, 0.32% hits. AID 2521;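 active = inhibition above about 40% at 20 µM, limit read from the data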;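 note: cells challenged with 10 nM apelin-13 agonist together with compound; plate controls were apelin-13 plus DMSO wells for no effect and DMSO wells lacking apelin-13 for full effect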
tim10-1 inh: growth inhibitors of tim10-1 mutant yeast; S. cerevisiae tim10-1 ts strain growth, BacTiter-Glo, 24 h; inhibition, % at 20 µM; 330,000 compounds, 2.2% hits; AID 463190;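 active = inhibition of at least 40%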;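 note: mutant grown at 25 °C; 0% = DMSO wells with yeast and 100% = wells holding no yeast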
TIM10 inh: inhibits growth of TIM10 yeast strain; inhibition, % at 10 µM; 330,000 compounds, 1.4% hits; S. cerevisiae TIM10 strain growth, BacTiter-Glo luminescence, 24 h;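 active = inhibition of 40% or more at the single tested concentration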;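 note: wild-type TIM10 isogenic control strain grown at permissive 25 °C; 0% = DMSO yeast wells and 100% = minimal medium wells without yeast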
Mdm2 MdmX PPI: human Mdm2/MdmX binding inhibition. SaOS-2 split-luciferase Mdm2/MdmX complementation, luminescence. inhibition, % at 8 µM. 330,000 compounds, 3% hits;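 active = inhibition of at least 50% at 8 µM in the primary screen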
Target sequence (O15151 whole entry, looked up): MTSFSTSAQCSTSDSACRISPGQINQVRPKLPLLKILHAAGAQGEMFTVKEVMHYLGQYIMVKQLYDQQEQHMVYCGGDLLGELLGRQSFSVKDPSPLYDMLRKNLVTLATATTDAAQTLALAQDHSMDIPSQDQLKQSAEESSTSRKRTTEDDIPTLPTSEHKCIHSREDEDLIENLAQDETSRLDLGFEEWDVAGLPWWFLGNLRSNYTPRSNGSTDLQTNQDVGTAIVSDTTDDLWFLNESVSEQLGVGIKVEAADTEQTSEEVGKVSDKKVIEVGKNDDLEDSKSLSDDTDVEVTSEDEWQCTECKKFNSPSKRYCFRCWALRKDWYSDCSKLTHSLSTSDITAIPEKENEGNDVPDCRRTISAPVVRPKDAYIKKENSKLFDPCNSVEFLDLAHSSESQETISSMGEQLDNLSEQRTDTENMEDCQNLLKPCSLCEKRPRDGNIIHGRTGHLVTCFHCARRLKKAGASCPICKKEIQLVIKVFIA
Target sequence (Q00987 whole entry, looked up): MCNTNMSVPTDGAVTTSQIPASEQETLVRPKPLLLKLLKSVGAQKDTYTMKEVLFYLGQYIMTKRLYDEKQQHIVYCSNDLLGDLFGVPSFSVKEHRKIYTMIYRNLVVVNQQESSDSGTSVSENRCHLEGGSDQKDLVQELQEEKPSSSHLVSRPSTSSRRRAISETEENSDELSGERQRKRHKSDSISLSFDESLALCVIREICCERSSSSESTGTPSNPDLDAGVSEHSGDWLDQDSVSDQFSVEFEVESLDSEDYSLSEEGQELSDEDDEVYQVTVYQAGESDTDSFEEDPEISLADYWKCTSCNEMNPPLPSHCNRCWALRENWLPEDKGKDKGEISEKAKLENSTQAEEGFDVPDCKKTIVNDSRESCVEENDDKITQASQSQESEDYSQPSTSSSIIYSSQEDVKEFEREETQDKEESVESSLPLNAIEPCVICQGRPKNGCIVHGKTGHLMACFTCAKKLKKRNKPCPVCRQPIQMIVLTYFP
UPR XBP1 act: activators of adaptive arm of unfolded protein response (XBP1); CHO-XBP1 luciferase reporter, IRE1-XBP1 UPR activation, luminescence; percent of tunicamycin response, DMSO as zero; activation, % at 20 µM; 330,000 compounds, 0.33% hits; AID 463104;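 active = versus positive control, 20 µM dose yields 30% or more activation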;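 note: 100% = tunicamycin at 10 µg/mL and 0% = DMSO only wells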
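Test system: CHO-XBP1 luciferase reporter cells | Buffer or medium: Serum-containing F12 medium, 10% FBS | Schedule: 6 h compound exposure at 37 °C, 5% CO2 | Detection: Steady-Glo luciferase glow luminescence, 10 min after reagent addition | Read-out basis: Activation, % of tunicamycin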
UPR CHOP act: activators of apoptotic arm of unfolded protein response (CHOP) | CHO-CHOP luciferase reporter, UPR activation, luminescence; percent of tunicamycin response over DMSO baseline | activation, % at 10 µM | 330,000 compounds, 0.34% hits;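 active = at 10 µM dose, activation of 40% or more, normalized to positive control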;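 note: 100% = tunicamycin at 10 µg/mL and 0% = DMSO alone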
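System: CHO CHOP reporter cells. Amount: 500 cells per well. Buffer or medium: F12 medium, 10% FBS. Compound dosing: one dose, 10 µM in 0.5% DMSO. Incubation: 6 h compound exposure at 37 °C after overnight seeding. Technique: Steady-Glo luciferase luminescence. Benchmarks: tunicamycin and DMSO controls.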
tim23-1 inh: tim23-1 yeast growth inhibition. S. cerevisiae tim23-1 growth, BacTiter-Glo luminescence, 24 h. inhibition, % at 20 µM. 330,000 compounds, 1.3% hits;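 active = growth inhibition of the mutant yeast at or above 50%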;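 note: temperature-sensitive mutant grown at 25 °C; plate controls were DMSO-treated mutant yeast for no effect and medium wells lacking yeast for full effect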
Numbers without * were called inactive; . = not tested or not shown.

#1 O=[N+]([O-])c1cccc(-c2n[nH]c(=S)n2Cc2ccccc2)c1
#2 C=CCn1c(-c2ccoc2)n[nH]c1=S
#3 Cc1nccn1CCc1n[nH]c(=S)n1Cc1ccccc1
#4 NNC(=O)CCN(Cc1ccco1)S(=O)(=O)c1ccc(Cl)cc1
#5 Cc1cccc(-c2nc(CS(=O)CC(=O)NC3CCCCC3)c(C)o2)c1 (stereo not drawn)
#6 COc1ccc(NS(=O)(=O)c2ccc(NC(=O)c3ccccc3Br)cc2)nn1
#7 COC(=O)C1=C(C(=O)c2ccc(C)cc2)C(c2ccc(OC)c(OC)c2)n2nnnc2N1 (stereo not drawn)
#8 OCCCNC(=S)Nc1ccc2nc(-c3ccccn3)c(-c3ccccn3)nc2c1

Assay by compound	1	2	3	4	5	6	7	8
UPR XBP1 act	0	1	-1	-3	-4	-1	4	-4
CXCR6 inh	0	-7	-6	-6	-2	-2	8	0
TIM10 inh	11	-12	1	23	8	-10	-7	11
UPR CHOP act	2.1	-0.9	-0.7	-2.2	2.2	-1.1	-1.6	-1.8
tim23-1 inh	15	5	-1	27	13	-2	4	-18
Mdm2 MdmX PPI	-28	15	4	11	6	29	11	19
APJ ag	-3	-2	4	-2	0	-3	-2	4
tim10-1 inh	24	6	-9	16	23	0	17	8
APJ antagonist	-8	-4	-1	2	9	-7	-1	-31

#9 O=S(=O)(c1cnc(Cl)c(Cl)c1)N1CCc2ccccc21
#10 O=C(CSc1ccc2c(c1)OCCO2)Nc1cccc(S(=O)(=O)N2CCCCC2)c1
#11 O=C(O)c1nn(CCOc2c(Cl)cccc2Cl)c(=O)c2ccccc12
#12 Cc1cc(N)n2ncc(-c3ccccc3)c2n1
#13 O=C1CSC(=S)N1/N=C/c1cccc(C(F)(F)F)c1
#14 CCOC(=O)C1(Cc2cccc(OC)c2)CCN(Cc2ccc(OC)c(O)c2)CC1
#15 O=S(=O)(NC1CCCCC1N1CCC(O)CC1)c1ccc(Cl)cc1 (stereo not drawn)
#16 C=CCNC(=O)/C(=C\c1ccc2c(c1)OCO2)NC(=O)c1ccc(Br)cc1

Assay by compound	9	10	11	12	13	14	15	16
UPR XBP1 act	-1	-1	7	1	-3	-5	4	-3
CXCR6 inh	17	-12	-1	0	-4	-3	0	7
TIM10 inh	-89	23	10	22	0	11	1	-12
UPR CHOP act	2.7	3.3	2.1	5.4	0.5	-1.2	-0.1	0.6
tim23-1 inh	-11	23	2	15	22	9	-1	-19
Mdm2 MdmX PPI	9	14	69*	-184	13	32	1	18
APJ ag	1	-1	4	-5	4	-2	1	.
tim10-1 inh	-38	29	-18	28	22	0	9	-8
APJ antagonist	-11	2	9	14	-25	-3	10	-21

#17 O=C(N1CCOCC1)C12CCC3CC(CC(C3)C1)C2
#18 N#Cc1nc(-c2cccs2)oc1NCC1CCCO1 (stereo not drawn)
#19 CCOc1ccc(Oc2nc(Nc3ccc(C)cc3)nc(N(C)C)n2)nn1
#20 COCCNC(=O)CSc1nc2cc3c(cc2c(=O)n1Cc1ccco1)OCO3
#21 O=Cc1cccn1Cc1ccccc1[N+](=O)[O-]
#22 Cc1cc(NC(=O)CCSc2nc(-c3ccco3)cc(C(F)(F)F)n2)no1
#23 COC(=O)c1sc(NC(=O)CSc2n[nH]c(N)n2)c(C(=O)OC)c1C
#24 COc1ccc(C)cc1N(CC(=O)N/N=C/c1ccccc1C(=O)O)S(=O)(=O)c1ccccc1

Assay by compound	17	18	19	20	21	22	23	24
UPR XBP1 act	-5	-1	-4	-2	-1	2	1	4
CXCR6 inh	-8	4	-2	12	0	12	-8	10
TIM10 inh	8	5	-16	0	5	-4	6	18
UPR CHOP act	2.0	0.4	0.8	-2.9	-0.4	-0.7	-1.3	-0.6
tim23-1 inh	5	-6	22	11	-5	7	11	18
Mdm2 MdmX PPI	-15	31	19	-4	23	-4	-3	-1
APJ ag	0	-1	-2	-1	-2	-3	-1	-3
tim10-1 inh	4	-11	21	-3	7	0	11	20
APJ antagonist	25	14	2	0	5	-1	1	1

One compound at a time, from the list above. Order of screens: UPR XBP1 act, CXCR6 inh, TIM10 inh, UPR CHOP act, tim23-1 inh, Mdm2 MdmX PPI, APJ ag, tim10-1 inh, APJ antagonist
Shown for COCCNC(=O)CSc1nc2cc3c(cc2c(=O)n1Cc1ccco1)OCO3 = -2, 12, 0, -2.9, 11, -4, -1, -3, 0
Shown for O=C(O)c1nn(CCOc2c(Cl)cccc2Cl)c(=O)c2ccccc12 = 7, -1, 10, 2.1, 2, 69*, 4, -18, 9
Shown for COc1ccc(C)cc1N(CC(=O)N/N=C/c1ccccc1C(=O)O)S(=O)(=O)c1ccccc1 = 4, 10, 18, -0.6, 18, -1, -3, 20, 1
Shown for N#Cc1nc(-c2cccs2)oc1NCC1CCCO1 (stereo not drawn) = -1, 4, 5, 0.4, -6, 31, -1, -11, 14
Shown for Cc1cc(NC(=O)CCSc2nc(-c3ccco3)cc(C(F)(F)F)n2)no1 = 2, 12, -4, -0.7, 7, -4, -3, 0, -1

(cont.)
#25 COc1ccc(CNc2n[nH]c(NCc3ccc(OC)c(OC)c3)n2)cc1OC
#26 COc1ccc2nc(C)c3c(c2c1)OC(C)C3 (stereo not drawn)
#27 Cc1cccc(-n2c(SCC(=O)O)nc3sc4c(c3c2=O)CCC4)c1
#28 CCCCC1=CC2=CC(=O)C(C)(OC(=O)CC)C(=O)C2=CN1C1CCCC1 (stereo not drawn)
#29 CCn1c(SCC(=O)N2CCCC(C)C2)nnc1-c1ccco1 (stereo not drawn)
#30 O=C(CCc1nc2ccccc2s1)OCC(=O)N1CCN(C(=O)c2ccco2)CC1
#31 CC(COc1ccc(/C=C/c2ccccc2)cc1)[N+](C)(C)C (stereo not drawn)
#32 Cc1[nH]c(=O)[nH]c(=O)c1S(=O)(=O)N1CCCC(C(=O)NCc2ccc3c(c2)OCO3)C1 (stereo not drawn)

Assay by compound	25	26	27	28	29	30	31	32
UPR XBP1 act	-1	4	-2	-2	-4	-3	-5	-2
CXCR6 inh	-4	-1	-1	-15	-7	1	5	0
TIM10 inh	2	-1	-20	21	-6	-1	-7	11
UPR CHOP act	-0.9	-2.6	1.1	2.3	0.9	-0.4	4.7	0.3
tim23-1 inh	-1	4	13	19	0	14	15	-1
Mdm2 MdmX PPI	-18	9	-6	-9	7	-2	24	-10
APJ ag	2	-2	5	32	-3	5	2	-1
tim10-1 inh	-2	18	2	11	2	-1	-40	3
APJ antagonist	4	2	-17	-79	13	-1	16	-7

A second format for some results above:
25: COc1ccc(CNc2n[nH]c(NCc3ccc(OC)c(OC)c3)n2)cc1OC
  UPR XBP1 act: -1; CXCR6 inh: -4; TIM10 inh: 2; UPR CHOP act: -0.9; tim23-1 inh: -1; Mdm2 MdmX PPI: -18; APJ ag: 2; tim10-1 inh: -2; APJ antagonist: 4

26: COc1ccc2nc(C)c3c(c2c1)OC(C)C3 (stereo not drawn)
  UPR XBP1 act: 4; CXCR6 inh: -1; TIM10 inh: -1; UPR CHOP act: -2.6; tim23-1 inh: 4; Mdm2 MdmX PPI: 9; APJ ag: -2; tim10-1 inh: 18; APJ antagonist: 2

28: CCCCC1=CC2=CC(=O)C(C)(OC(=O)CC)C(=O)C2=CN1C1CCCC1 (stereo not drawn)
  UPR XBP1 act: -2; CXCR6 inh: -15; TIM10 inh: 21; UPR CHOP act: 2.3; tim23-1 inh: 19; Mdm2 MdmX PPI: -9; APJ ag: 32; tim10-1 inh: 11; APJ antagonist: -79

The listing continues:
#33 COc1ccc2nc(NC(=O)c3cnccn3)sc2c1
#34 C=CCn1c(=O)n(CCC#N)c(=O)n(CCC#N)c1=O
#35 c1ccc(-n2ncc3c(NCCCN4CCOCC4)ncnc32)cc1
#36 O=C(Nc1cccc(O)c1)c1cc(-c2ccc3c(c2)OCO3)on1
#37 O=S(=O)(Nc1ccc2nc(C(F)(F)F)[nH]c2c1)c1ccccc1
#38 COc1ccccc1C(CNC(=O)CSc1ccc2ccccc2c1)N(C)C (stereo not drawn)
#39 NC(=O)CC(NC(=O)Cc1ccc(Cl)cc1)c1ccc(NC2CCCCCCC2)c([N+](=O)[O-])c1 (stereo not drawn)
#40 CC[C@@H](C)[C@H](NC(=O)CCc1c(C)c2cc3c4c(oc3c(C)c2oc1=O)CCCC4)C(=O)O

Assay by compound	33	34	35	36	37	38	39	40
UPR XBP1 act	-3	0	1	-14	3	-6	0	-5
CXCR6 inh	-6	-2	8	1	1	-7	9	3
TIM10 inh	7	11	-20	19	13	0	-5	0
UPR CHOP act	-1.1	2.0	5.8	-6.7	-0.1	2.4	-1.4	-1.3
tim23-1 inh	18	19	3	9	9	1	-4	2
Mdm2 MdmX PPI	-108	2	-36	40	40	45	10	-10
APJ ag	-4	-1	-1	-2	-5	-1	-6	-5
tim10-1 inh	18	2	8	3	5	-2	-12	1
APJ antagonist	-1	5	8	-5	11	-13	4	7

#41 COc1ccc(OCC(=O)NC(CC(=O)O)c2ccc(OC)c(OC)c2)cc1 (stereo not drawn)
#42 O=C(NCc1cccnc1)Nc1cccc(F)c1
#43 Cc1ccc(OCc2cc(C(=O)NC3CCc4ccccc43)no2)cn1 (stereo not drawn)
#44 CCOC(=O)CSc1cc(C)nc(N)n1
#45 Cc1c(C(=O)O)cc(C(C)(C)C)n1CCSCCO

Assay by compound	41	42	43	44	45
UPR XBP1 act	0	-3	-9	-1	0
CXCR6 inh	-6	1	-5	-6	-3
TIM10 inh	-6	-6	-10	9	-3
UPR CHOP act	-1.0	1.2	-0.5	3.4	-0.3
tim23-1 inh	9	0	7	10	-4
Mdm2 MdmX PPI	-10	-17	25	-20	6
APJ ag	0	-2	7	-2	-2
tim10-1 inh	8	-2	-6	-8	-9
APJ antagonist	4	11	6	-5	21

Bioassay records deposited in PubChem BioAssay by Sanford-Burnham Center for Chemical Genomics.

A portion of the library; rates above refer to the full screens.
